# Assay outcomes: PubChem, several laboratories
# Lipid droplet = modulators of hepatic lipid droplet formation. AML12 mouse hepatocytes, oleate lipid droplets, BODIPY imaging. 240,000 tested, 0.4% active. inhibition, % at 6.5 µM;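 active = lipid droplet intensity inhibited by at least 50%, with more than 500 cells counted; inconclusive = wells with under 300 cells, treated as cytotoxic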
#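 System: AML12 hepatocytes (mouse). Probe or stimulus: oleic acid at 100 µM to induce lipid droplet formation. Times: overnight treatment with compound plus oleate. Detection: Image-based BODIPY and DAPI two-channel analysis. Evaluation: percent inhibition of filter-corrected integrated lipid droplet intensity per well.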
# AID2073 = disruptors of CaV2.2 binding to Mint1 – biochemical, HTRF (AID 2073). HTRF protein-protein interaction, Mint1-CaV2.2; higher % means a stronger effect. inhibition, % at 20 µM, or IC50 in µM where a hit was titrated. 290,000 tested, 0.19% active; in the data active = inhibition mostly above about 51%, no sharp cut-off; inconclusive = no clear call, values can overlap the other calls; inactive = mostly below about 53%; also: some results filed as inactive read as strong as hits
# M17LAP inhibition = P. falciparum M17LAP inhibitors, primary screen, biochemical, fluorogenic H-Leu-NHMec substrate, 1536-well (AID 1619). 220,000 tested, 0.38% active. one-dose inhibition, % at 30 µM; IC50 in µM for titrated hits. recombinant M17LAP, H-Leu-NHMec fluorogenic kinetic assay; higher % means a stronger effect;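 active = compound inhibiting the enzyme by more than half at any dose during confirmatory dose-response retesting; inconclusive = strong single-dose inhibitors picked by rank but not retested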;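 also: plate controls were full reaction with DMSO carrier for no effect and no enzyme background for full effect; strong numbers were not always called active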
# XIAP antagonists = small molecules displacing peptide from XIAP – biochemical, IAP family, fluorescence polarization (AID 1018) | XIAP BIR domain, fluorescence polarization peptide displacement; higher % means a stronger effect | displacement, % at 20 µM, or IC50 in µM where a hit was titrated | 200,000 tested, 0.007% active; in the data active = displacement above about 50%; also: a part of the inactive calls stands beside numbers as strong as those of hits
# M1AAP inhibition = malaria alanyl aminopeptidase activity blockers – biochemical, fluorogenic H-Leu-NHMec substrate, 1536-well (AID 1445); 220,000 tested, 0.42% active; recombinant M1AAP, H-Leu-NHMec fluorogenic kinetic assay; higher % means a stronger effect; inhibition, % at 30 µM; hits with a dose series show IC50 in µM;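 active = primary inhibition above the hit cutoff, then over 50% inhibition at one or more dose response concentrations, cut at about 23% in these data, passing the limit was not always enough; inconclusive = conflicting primary data, or primary hits not chosen for dose response; inactive = low primary inhibition, or under 50% at every dose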;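 also: plate controls were DMSO full reaction for no effect and no enzyme background for full effect; strong numbers were not always called active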
# CSM14.1 death rescue = rescue of cells from ER stress-induced death, primary screen, 384-well, CSM14.1, thapsigargin, ATP luminescence (AID 1222). cellular ATP content (survival), % at 20 µM, or EC50 in µM where a hit was titrated. CSM14.1 thapsigargin-induced death rescue, ATP luminescence; higher % means a stronger effect. 190,000 tested, under 10 active;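 active = EC50 below 50 µM in the dose-response confirmation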;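 also: death triggered by thapsigargin at about 15 µM added after 2 h compound pretreatment; cell ATP read after overnight thapsigargin exposure of roughly 18 to 22 hours; normalized against plate controls of thapsigargin alone and 5% DMSO vehicle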
# LYP phosphatase = inhibitors of LYP phosphatase, biochemical, fluorescence intensity, uHTS (AID 1779). recombinant LYP phosphatase, fluorescence intensity; higher % means a stronger effect. one-dose inhibition, % at 11.5 µM; IC50 in µM for titrated hits. 290,000 tested, 0.054% active;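 also: plate controls were vehicle with enzyme for no effect and no enzyme for full effect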
# Siah-1 displacement = Siah-1 peptide-binding antagonists, primary screen, biochemical, fluorescence polarization, rhodamine-plectin, uHTS (AID 1817). 290,000 tested, 0.02% active. displacement, % at 20 µM; hits with a dose series show IC50 in µM. Siah-1 / rhodamine-plectin peptide fluorescence polarization; higher % means a stronger effect;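 active = displacement of at least 50% at 20 µM, with a fluorescence ratio check between 0.3 and a set limit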;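 also: plate controls were Siah plus tracer with DMSO for no effect and tracer alone without Siah for full effect; strong numbers were not always called active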
# HEK293 NOD2/NF-kB = inhibition of NOD2-driven NF-kB reporter – cell-based, luminescence, uHTS, HEK293 (AID 1566); 290,000 tested, 0.63% active; inhibition, % at 4 µM; hits with a dose series show EC50 in µM; HEK293 NOD2/NF-kB luciferase reporter, luminescence; higher % means a stronger effect; also: many of its hits are not listed in these tables
# Lipid droplet cells 6.5 µM = also measured in Lipid droplet; calls as there; cell count; measured here: cell count, cytotoxicity flag;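 cells counted across two imaged fields per well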
# * hit, by the source's call; ? = inconclusive; · = no result given. Rule as the data show it, unless noted: active = inhibition above about 50%; inactive = the rest.
SMILES,Lipid droplet,Lipid droplet cells 6.5 µM,AID2073,M17LAP inhibition,XIAP antagonists,M1AAP inhibition,CSM14.1 death rescue,LYP phosphatase,Siah-1 displacement,HEK293 NOD2/NF-kB
CCOc1ccc(S(=O)(=O)N2CCN(C(=S)NCc3ccco3)CC2)cc1,-28,611,-1%,10%,-12%,4%,-4.6%,-2%,4%,-6%
CCOc1ccc(C(=O)/C=C/Nc2ccc(S(=O)(=O)N=C(N)N)cc2)cc1,0,691,14%,3%,-8.7%,14%,-1.0%,-4%,2%,14%
O=C(N/N=C1\CCSc2ccc(F)cc21)c1cccnc1,-11,667,6%,2%,-5.7%,8%,·,0%,10%,12%
CCOc1ccc(S(=O)(=O)N(CC(=O)NCc2cccnc2)c2ccc(F)cc2)cc1,-10,737,5%,·,·,·,·,-6%,4%,22%
CN(CC(=O)NC(=O)NCc1ccccc1)Cc1ccc(Cl)c(Cl)c1,-23,648,-6%,3%,-10%,2%,-0.9%,-4%,-1%,-15%
Cc1ccc(NC(=O)c2c(C(F)(F)F)nn(C)c2SCc2ccc(Cl)cc2)cc1C,·,·,-6%,26%,-2.8%,-5%,2.9%,3%,2%,-20%
CCOC(=O)CCSc1nc(C)c2cc(OC)ccc2n1,-13,765,1%,-10%,-6.4%,7%,-1.4%,-2%,1%,-42%
Cc1nc2ccccc2n1CCOc1ccccc1,8,812,9%,·,·,·,·,-3%,-3%,26%
Cc1ccc(SCc2nc(-c3ccncc3)no2)cc1,2,824,0%,6%,-2.7%,0%,-1.6%,-6%,4%,-26%
CCCOc1ccc(S(=O)(=O)n2cc(F)c(=O)[nH]c2=O)cc1,-18,765,-9%,·,·,·,·,2%,0%,-4%
C=CCNC(=O)CN1CCC(NC(=O)c2ccco2)CC1,-4,723,5%,4%,-6.1%,1%,-0.3%,0%,-1%,9%
O=c1c2ccccc2cnn1Cc1cccc(Br)c1,-18,574,4%,-9%,-7.9%,-1%,1.5%,-7%,0%,9%
Oc1c(Br)cc(Br)cc1CNc1nccs1,-12,798,6%,·,·,·,·,-9%,6%,57%*
COc1ccc(CCNC(=O)c2ccc3c(SCC(=O)O)c4c(nc3c2)CCCC4)cc1OC,1,717,31%,23µM*,-4.8%,4%,2.1%,-5%,-4%,12%
Nc1sc(-c2ccccc2)n[n+]1Cc1cccc2cccnc12,9,650,3%,·,·,·,·,0%,4%,-6%
C#CCONC(=O)c1cc(OCC(F)(F)F)ccc1OCC(F)(F)F,·,·,13%,7%,-4.7%,8%,1.1%,-5%,3%,29%
O=C(NCc1ccc2c(c1)OCO2)C1CC(=O)N(C2CCCC2)C1 (stereo unspecified),·,·,0%,12%,-2.9%,7%,0.1%,-9%,-2%,11%
Cc1[nH]c2ccccc2c1/C=N/NC(=O)C1CC1(c1ccccc1)c1ccccc1 (stereo unspecified),35,584,-9%,2%,-5.3%,6%,-1.6%,3%,-8%,-2%
CC(O)CNc1ncnc2cc(-c3ccc(F)cc3)sc12 (stereo unspecified),15,771,17%,·,·,·,·,-6%,2%,-102%
O=C(NCCc1c[nH]c2ccccc12)C(=O)NCC(c1cccnc1)N1CCN(c2ccccc2)CC1 (stereo unspecified),-19,718,-1%,4%,-10%,0%,0.1%,0%,-4%,16%
O=C(c1cc2ccccc2oc1=O)N1CCN(S(=O)(=O)c2ccccc2)CC1,2,873,8%,·,·,·,·,-3%,1%,4%
CCc1cc(-c2n[nH]c(C)c2-c2nc(C)cs2)c(O)cc1OC,14,672,-1%,-4%,-4.8%,11%,-2.9%,-1%,6%,3%
CCOP(=O)(OCC)C(C)(C)NC(=O)c1cc([N+](=O)[O-])cc([N+](=O)[O-])c1,-67,592,-8%,6%,-4.2%,-3%,-0.7%,-5%,0%,10%
CCN(CC(=O)NCc1ccc(Cl)cc1)C(=O)c1ccc(C#N)cc1,8,803,7%,·,·,·,·,-4%,4%,6%
COc1cc([N+](=O)[O-])ccc1NC(=O)CN1CCCC1,10,602,25%,7%,-4.1%,7%,-1.1%,-4%,-4%,3%
Cc1cc(OCC(=O)NCCc2ccc(S(N)(=O)=O)cc2)c2c(C)c(C)c(=O)oc2c1,4,721,14%,·,·,·,·,-15%,-1%,8%
CCc1nc(NCCO)c(C#N)c2c1CCCC2,4,733,-3%,-2%,·,0%,·,-6%,-2%,0%
O=C(O)c1c[nH]c(=O)c2ccccc12,3,695,4%,5%,-5.7%,-6%,0.8%,-4%,-2%,16%
O=C(Cc1c(F)cccc1Cl)NC1CCN(Cc2ccccc2)CC1,-13,693,13%,·,·,·,·,-1%,0%,-17%
COc1ccc(NC(=O)COc2cc(O)c3c(c2)OC(C)(C)CC3=O)cc1,·,·,12%,·,·,·,·,-4%,0%,17%
CC(C)Cc1nnc(NC(=O)CCC(=O)N2CCN(Cc3ccc(Cl)cc3)CC2)s1,-1,693,0%,·,·,·,·,-6%,3%,42%
CC1CN(S(=O)(=O)c2cccc(C(=O)OC(C)C(=O)NC3CCCCC3C)c2)CC(C)O1 (stereo unspecified),-7,740,?,·,·,·,·,-8%,-4%,9%
CCOc1cc(C(=O)NC)cc(OCC)c1OCC,·,·,-5%,15%,0.2%,1%,-0.6%,-9%,-1%,8%
COc1ccc(C(=O)Nc2cccc(C)c2)cc1,·,·,-8%,3%,-0.3%,6%,·,-1%,2%,-98%
CC(C)C(=O)N1CCN(c2nc3ccc(Cl)cc3s2)CC1,-36,668,-12%,·,·,·,·,-7%,-5%,-3%
S=C(Nc1ccccc1)N1CCc2ccccc21,-19,723,-2%,·,·,·,·,-7%,0%,-24%
C/C(=N\NC(=O)CSc1nc(C)cc(C)n1)c1cccs1,-28,656,36%,5%,-17%,3%,0.8%,0%,0%,3%
CCOC(=O)N1CCN(C(=O)CSc2nc3c(cnn3-c3ccccc3)c(=O)[nH]2)CC1,·,·,-2%,8%,-6.3%,3%,1.2%,-12%,1%,2%
CCOC(=O)c1nn(-c2ccc(Cl)cc2C)ccc1=O,10,818,7%,·,·,·,·,-5%,0%,3%
O=C(COc1ccc2ccccc2c1)NNC(=O)c1cnccn1,0,619,16%,-10%,-0.8%,15%,-2.6%,-10%,-4%,19%
COc1ccc(C(=O)NC(=S)Nc2cccc3ncccc23)cc1[N+](=O)[O-],-2,723,-33%,·,·,·,·,-3%,0%,1%
Cc1nc(SCC(=O)NCC2CCCO2)c2oc3ccccc3c2n1 (stereo unspecified),·,·,2%,15%,-0.1%,22%,-1.8%,-3%,0%,8%
O=C(O)CSc1ccc(NC(=O)Nc2ccccc2F)cc1,-2,843,3%,-1%,·,1%,·,-4%,-1%,14%
O=C(CCC1CCN(Cc2ccc(C#CCCO)cc2)CC1)NC1CC1,2,783,?,·,·,·,·,-12%,-3%,7%
Cc1ccc(NC(=S)NCc2ccccn2)cc1,·,·,-18%,1%,-1.4%,0%,1.5%,7%,3%,-5%
Cc1ccn(S(=O)(=O)c2ccc(C(C)(C)C)cc2)n1,9,789,28%,9%,-2.5%,3%,-1.8%,-4%,0%,-7%
COc1cccc(C(=O)Nc2ccc3c(c2)OCO3)c1OC,10,861,1%,·,·,·,·,-9%,5%,-54%
CN(Cc1ccccc1)C(=O)C1CCN(Cc2ccc(F)cc2)CC1,·,·,-1%,18%,-4.1%,3%,2.7%,-11%,-1%,-20%
CCOC(=O)c1c(C)oc2c1cc(O)c1ccccc12,·,·,0%,-2%,-0.2%,-2%,-4.2%,-7%,3%,-97%
O=C(NCc1ccc2c(c1)OCO2)c1cc2ccccc2o1,-17,800,0%,2%,-5.6%,-2%,-1.9%,-8%,4%,-14%
COc1ccc2c(C)c(CC(=O)N3CCN(C(=O)C4COc5ccccc5O4)CC3)c(=O)oc2c1C (stereo unspecified),-4,723,25%,·,·,·,·,-6%,-3%,19%
COc1ccc(CNS(=O)(=O)c2c(C(=O)N3CCCCCC3)c(C)n(C)c2C)cc1,11,781,-2%,·,·,·,·,-8%,1%,18%
COc1ccc(CNC(=O)CCCn2nc([N+](=O)[O-])cc2C)cc1,5,745,13%,-5%,-3.6%,0%,1.0%,-2%,6%,2%
Cc1ccc2oc(NC(=O)N3CCOCC3)cc(=O)c2c1,·,·,6%,-2%,-2.3%,5%,-0.8%,-1%,5%,5%
Cc1ccc(S(=O)(=O)NC2=NCN(C(C)C)CN2)cc1,-1,794,6%,·,·,·,·,-10%,-3%,2%
O=C(Nc1ccccc1F)c1ccc(S(=O)(=O)NCC2CCCO2)cc1 (stereo unspecified),·,·,-3%,-4%,-0.1%,7%,2.8%,-8%,-2%,15%
O=C(CSc1nnc(-c2cccs2)o1)N1CCOCC1,0,539,7%,-6%,-2.2%,-2%,-0.8%,-3%,-4%,-13%
COC(=O)c1ccc(NC(=S)NCCc2cccc(C)c2)cc1,-22,693,-1%,-13%,-0.3%,-3%,-1.7%,0%,2%,8%
CCOc1cccc(-c2nc(C(N)=O)c3[nH]c(=O)n(-c4cccc(Cl)c4)c3n2)c1O,32,656,27%,-7%,-3.3%,0%,·,3%,11%,11%
S=C(Nc1ccccc1Cl)NC1CC2CCCC(C1)N2C1CC1 (stereo unspecified),-8,690,-17%,20%,-4.4%,5%,-1.7%,2%,3%,11%

# Further structures follow.
SMILES,Lipid droplet,Lipid droplet cells 6.5 µM,AID2073,M17LAP inhibition,XIAP antagonists,M1AAP inhibition,CSM14.1 death rescue,LYP phosphatase,Siah-1 displacement,HEK293 NOD2/NF-kB
COc1ccc(S(=O)(=O)N2CCN(S(=O)(=O)c3ccc(C(F)(F)F)cc3)CC2)cc1C,·,·,32%,-11%,-3.9%,0%,-0.2%,-2%,1%,5%
Cc1cc(C)c(S(=O)(=O)N2CCCC(C(=O)NCc3ccncc3)C2)c(C)c1 (stereo unspecified),-12,694,9%,·,·,·,·,-8%,1%,8%
Cn1c(C(=O)N2CCOCC2)cnc1Sc1ncc(C(F)(F)F)cc1Cl,-20,833,2%,-2%,0.0%,-2%,-0.6%,-2%,-3%,-2%
Cc1ccc(C)c(N2CCN(C(=S)Nc3ccc4nc(N5CCOCC5)cc(C)c4c3)CC2)c1,-4,706,-8%,-17%,-12%,-2%,0.2%,2%,1%,·
CCCCNS(=O)(=O)c1ccc(NC(=O)c2cccs2)cc1,3,715,-1%,-6%,-1.5%,0%,-0.3%,5%,0%,-10%

# These rows are one share of the data; the hit share may differ from the screen's.
